Bioassay records as filed in PubChem.
EWS-Fli block = EWS/Fli transcriptional activity inhibition. A673 NR0B1-luciferase reporter, viability-normalised. inhibition, % at 12.6 µM. actives 0.67% (n = 350,000);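 active means mean inhibition of at least 50% after viability correction, with every replicate also passing that limit; inconclusive means mean reaches 50% but only one of two replicates passes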;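 further: firefly luciferase signal divided by Alamar Blue viability fluorescence both relative to DMSO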
FN deposit inh = fibronectin deposition inhibition | AH1F fibroblasts, Alexa488-fibronectin deposition fluorescence, overnight | inhibition, % at 12.6 µM | actives 0.086% (n = 350,000);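 active means mean inhibition across replicates of 30% or more, regardless of how many single replicates reach that level; inconclusive means mean under 30% yet at least half of replicates reach 30%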;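 further: positive control wells lacked labelled fibronectin entirely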
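Material – AH1F fibroblast monolayer, labelled fibronectin deposition · Reagent – labelled fibronectin 24 nM · Timing – 1 h adhesion, overnight exposure · Measured by – fluorescence at 485 nm excitation, 525 nm emission · Read-out – inhibition of fibronectin deposition signal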
LGR2 antag = inhibitors of bursicon-induced Drosophila LGR2 receptor cAMP signaling; AID 720647; inhibition, % at 9.99 µM; actives 0.35% (n = 380,000); HEK293 LGR2, CRE-luciferase, bursicon-stimulated, 4 h;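 active means drop in luminescence signal, shown as inhibition above about 50% in the replicate tests, limit read from the data, passing the limit was not always enough; inconclusive means probably only some replicates passing the limit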;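 further: agonist challenge used bursicon conditioned medium at about half maximal strength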
Casp6 inh = caspase-6 (human) enzyme inhibition. actives 0.53% (n = 350,000). purified caspase-6, Z-VEID-R110 cleavage fluorescence. inhibition, % at 12.5 µM. AID 686996. P55212;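 active means mean inhibition across replicates at least about 35%, with every replicate also reaching that limit, limit read from the data; inconclusive means only one of the two criteria met; inactive means neither criterion met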;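 further: 0% = median of neutral control wells and 100% = no fluorescence left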
Target sequence (P55212 24-179 limits assumed): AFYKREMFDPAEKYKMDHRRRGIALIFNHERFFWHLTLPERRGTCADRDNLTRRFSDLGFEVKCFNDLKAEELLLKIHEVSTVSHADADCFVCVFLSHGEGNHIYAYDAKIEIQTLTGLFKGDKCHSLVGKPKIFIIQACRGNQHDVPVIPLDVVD
Target sequence (P55212 194-293 limits assumed): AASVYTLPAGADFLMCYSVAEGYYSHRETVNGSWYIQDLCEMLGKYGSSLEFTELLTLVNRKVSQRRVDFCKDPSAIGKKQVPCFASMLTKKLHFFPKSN
Cneo AK release = causes C. neoformans cell lysis; adenylate kinase release luminescence, 4 h; normalised: neutral wells 0, clomiphene wells 100; lysis activity, % at 15 µM; actives 0.2% (n = 360,000); AID 651654;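 active means mean lysis activity across replicates of at least 80%, whatever share of replicates individually reach that level; inactive means mean lysis activity below 80%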
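Material: C. neoformans cells | Amount: Yeast cell density of 5 × 10^6 cells/mL | Medium: Fresh YPD growth medium | Dosing: Single dose | Times: Static 4 h at 37 °C with compound, 1 h detection | Detection: AK luminescence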
PGC1a acetyl inh = lowers PGC1a acetylation signal in U2OS cells | AlphaScreen anti-acetyl-lysine; with virally co-expressed GCN5 acetyltransferase | inhibition, % at 15.6 µM | actives 0.17% (n = 350,000) | AID 651687;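 active means every replicate shows inhibition of at least 40%; inconclusive means mean inhibition at least 40% but some replicate below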;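 further: 0% = neutral control wells and 100% = positive control wells; some results beyond the cut were filed as inactive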
miR122 inh = blocks miR-122 activity in Huh7 sensor cells; activation (reporter increase), % at 12.5 µM; actives 0.3% (n = 340,000); AID 602342; Huh7 miR-122 Renilla luciferase sensor, 48 h; neutral wells = 0, positive control = 100;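 active means mean replicate activation score at least 90 and every replicate individually at or above 90; inconclusive means only one of the two criteria met; inactive means neither criterion met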;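 further: higher luciferase means less miR-122 activity so hits act as miR-122 inhibitors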
PAX8 inh HTS = inhibitors of PAX8 transcriptional activity in RMG-I cells; RMG-I TPO-luciferase reporter, SteadyGlo, 24 h; inhibition, % at 12.6 µM; actives 1.2% (n = 360,000);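 active means mean replicate inhibition at least 60% with every replicate also reaching 60%; inconclusive means only one of the two criteria is met; inactive means mean below 60% and not all replicates reaching 60%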;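 further: luciferase light reporting Pax8 driven TPO promoter activity; plate controls were median of neutral control wells for no effect and mitoxantrone controls for full effect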
* marks the source's active call; other numbers are inactive results; u = inconclusive; x = not tested or not shown; [ ] = remark or other dose.

SMILES	EWS-Fli block	FN deposit inh	LGR2 antag	Casp6 inh	Cneo AK release	PGC1a acetyl inh	miR122 inh	PAX8 inh HTS
CCCCCCCN=C(C)c1ccccc1O	-3	2	x	1	x	x	x	9
CCNC(=S)Nc1ccc2c(c1)c(=O)n(C)n2Cc1cccc(C(F)(F)F)c1	21	8	-4	0	0	4	-4	-10
Cc1ccc(NC(=O)Cn2cc(S(=O)(=O)c3ccccc3)c(=O)c3cc(F)ccc32)cc1	-47	2	19	-1	-1	3	-7	-2
C[C@@H]1CN([C@H](C)CO)C(=O)c2cccc(NC(=O)Nc3cccc4ccccc34)c2O[C@@H]1CN(C)Cc1ccc(Cl)c(Cl)c1	16	x	-41	0	-7	-3	3[16.7 µM]	x
CC1Sc2ccc(S(=O)(=O)N3CCC(C(=O)NCc4ccco4)CC3)cc2NC1=O (configuration not stated)	14	4	-10	6	3	2	4	2
CC1CN(C(=O)COc2coc(CN3CCc4ccccc4C3)cc2=O)CC(C)O1 (configuration not stated)	0	-4	-10	4	0	5	-5	14
COc1ccccc1C(=O)Nc1ccc(C(=O)/C=C/c2cccs2)cc1	-12	3	-2	0	0	7	0	23
C=CCN(c1ccccc1)S(=O)(=O)c1cccc(C(=O)Nc2cccc(C)n2)c1	3	-12	22	0	x	x	x	6
O=C(O)C[C@@H]1C[C@H]2c3cc(NS(=O)(=O)c4ccccc4)ccc3O[C@H]2[C@H](CO)O1	2	3	0	-2	9	-5	6[16.7 µM]	x
CC(=O)N(C)C[C@@H]1Oc2ncc(-c3ccc(C#N)cc3)cc2C(=O)N([C@H](C)CO)C[C@@H]1C	-4	-5	-6	0	0	12	-4[16.7 µM]	x
O=C(C[N+]1(CC#Cc2ccccc2)CCCCC1)c1ccccc1	6	9	-4	-4	-1	x	x	9
COc1ccc2nc(NNC(=O)COc3ccccc3)sc2c1	-25	4	-4	0	x	x	x	25
CCC(=O)NCCCCCCNC(=O)CC	-7	x	6	5	1	-6	-4	x
O=C1NC(CCc2ccccc2)C(=O)N1Cc1cccc2ccccc12 (configuration not stated)	-6	0	-2	0	x	x	x	-7
COc1cc(NC(=S)N2c3ccccc3CC2C)cc(OC)c1 (configuration not stated)	7	9	4	0	0	-4	x	27
CCC(=O)Nc1ccc(S(=O)(=O)N2CCc3ccccc3C2)cc1	15	1	10	4	0	-6	10	31
CC(C)c1cc(=O)oc2c3c4c(cc12)CCCN4CCC3	x	0	x	x	-1	4	3	x
Cc1ccc2nc(N3CCN(C)CC3)c(C#N)cc2c1	x	14	x	x	14	-6	-8	-31
C[C@@H]1CN([C@@H](C)CO)S(=O)(=O)c2ccc(C#Cc3ccccc3F)cc2O[C@@H]1CN(C)CC1CCOCC1	20	x	29	x	58	3	x	19
NC(=O)CC(NC(=O)c1ccccc1)c1ccc(NCc2ccccn2)c([N+](=O)[O-])c1 (configuration not stated)	-5	4	-2	5	0	-9	-2	-18
Cc1noc(C)c1S(=O)(=O)Nc1ccc2c(c1)C(=O)N([C@@H](C)CO)C[C@H](C)[C@H](CN(C)C)OCCCC[C@@H](C)O2	-13	8	-7	0	-5	9	-3[16.7 µM]	-2
C[C@@H]1CCCCO[C@@H](CN(C)C(=O)Nc2ccc(F)cc2)[C@H](C)CN([C@H](C)CO)C(=O)c2cc(NC(=O)CCCN(C)C)ccc2O1	x	x	0	-15	x	-3	x	-1
Cc1csc(NC(C)c2nc3cc(C(F)(F)F)ccc3n2CCCO)n1 (configuration not stated)	-5	9	0	x	-1	x	5	4
CN1CCN(C(=O)C[C@@H]2CC[C@@H]3[C@H](COC[C@@H](O)CN3CC3CC3)O2)CC1	-1	1	-25	-116	1	2	-7[16.7 µM]	-7
CC1CCN(C(=O)CN(c2ccc3c(c2)OCO3)S(C)(=O)=O)CC1	-5	x	0	3	12	-11	0	x
CCCn1cc2c(c1-c1ccc(C)cc1)c(=O)n(C)c(=O)n2C	x	-4	17	x	7	4	0	6
COc1ccccc1-c1ccc2n(c1=O)C[C@@H]1[C@@H](CO)[C@H](C(=O)N3CCCCC3)[C@H]2N1CC1CC1	-4	x	-6	-1	4	x	3[16.7 µM]	-5
CC=Cc1ccc2n(c1=O)C[C@@H]1[C@@H](CO)[C@H](C(=O)NCC3CC3)[C@H]2N1C(=O)CC (mixture of isomers)	-3	x	-2	-2	2	10	9[16.7 µM]	1
CC(=O)N(C)C[C@@H]1OCc2ccccc2-c2ccccc2C(=O)N([C@H](C)CO)C[C@H]1C	0	4	-2	-2	1	4	x	-15
COc1ccccc1NC(=O)N1C[C@H]2[C@@H](c3ccccc31)[C@H](CO)N2Cc1ccc2c(c1)OCO2	-3	5	-5	1	11	0	29[16.7 µM]	12
CCCNC(=O)N1CC2(C1)[C@H](c1ccccc1)[C@H](CO)N2C(=O)CC1CC1	0	2	15	-1	x	0	x	-19
COc1ccc(OC)c(C2C(C(C)=O)=C(O)C(=O)N2CCc2ccc(OC)c(OC)c2)c1 (configuration not stated)	x	2	x	x	-1	3	-5	-10
O=c1cc(C(F)(F)F)[nH]c(=O)n1C1CCCCC1	x	2	x	x	2	3	-4	x
COc1cc(CNc2ccc(S(N)(=O)=O)cc2)ccc1OCC(=O)NC1CCCCC1	4	1	x	3	2	-7	5	-29
COc1cc(C(C)=O)ccc1OCC(=O)N1CCc2ccccc2C1	1	-3	-3	0	-2	x	x	-3
C(=Cc1nc2ccccc2o1)c1ccc2c(c1)OCO2	69*	-10	81*	-1	-9	-1	-1	3
CCc1cn([C@H]2C[C@H](O)[C@@H](CO)O2)c(=O)[nH]c1=O	2	-2	x	0	1	-51	5	-11
CCOC(=O)CSc1nc2c(c(=O)n(C)c(=O)n2C)n1Cc1ccccc1F	2	-2	-9	-1	-1	-3	-2	-2
C[C@@H]1CN([C@H](C)CO)C(=O)c2cc(NS(=O)(=O)c3cccs3)ccc2O[C@@H]1CN(C)S(=O)(=O)c1ccc(F)cc1	-8	-7	-14	-3	-1	u	18[16.7 µM]	x
COc1cccc(CC(NC(C)=O)C(=O)NC2CCN(C(=O)C3CC3)CC2)c1OC (configuration not stated)	-2	2	11	-22	x	x	x	9

7 compounds out of the list, ordered by count of non-hydrogen atoms, descending.
SMILES	EWS-Fli block	FN deposit inh	LGR2 antag	Casp6 inh	Cneo AK release	PGC1a acetyl inh	miR122 inh	PAX8 inh HTS
C[C@@H]1CN([C@H](C)CO)C(=O)c2cc(NS(=O)(=O)c3cccs3)ccc2O[C@@H]1CN(C)S(=O)(=O)c1ccc(F)cc1	-8	-7	-14	-3	-1	u	18[16.7 µM]	x
COc1ccc(OC)c(C2C(C(C)=O)=C(O)C(=O)N2CCc2ccc(OC)c(OC)c2)c1 (configuration not stated)	x	2	x	x	-1	3	-5	-10
COc1cc(CNc2ccc(S(N)(=O)=O)cc2)ccc1OCC(=O)NC1CCCCC1	4	1	x	3	2	-7	5	-29
CCCNC(=O)N1CC2(C1)[C@H](c1ccccc1)[C@H](CO)N2C(=O)CC1CC1	0	2	15	-1	x	0	x	-19
COc1cc(C(C)=O)ccc1OCC(=O)N1CCc2ccccc2C1	1	-3	-3	0	-2	x	x	-3
C(=Cc1nc2ccccc2o1)c1ccc2c(c1)OCO2	69*	-10	81*	-1	-9	-1	-1	3
CCc1cn([C@H]2C[C@H](O)[C@@H](CO)O2)c(=O)[nH]c1=O	2	-2	x	0	1	-51	5	-11

The listing continues:
SMILES	EWS-Fli block	FN deposit inh	LGR2 antag	Casp6 inh	Cneo AK release	PGC1a acetyl inh	miR122 inh	PAX8 inh HTS
C[C@@H](NC(=O)C[C@@H]1CC[C@H]2[C@@H](COC[C@@H](O)CN2C(=O)Nc2cccc(Cl)c2)O1)c1ccccc1	-12	0	7	x	-7	4	5[16.7 µM]	-33
Cc1ccc(C(=O)Nc2ncccc2C)cc1S(=O)(=O)N1CCCCC1	1	1	6	-194	1	x	-3	x
Cc1ccccc1C(=O)N1CC(=O)Nc2ccc(F)cc2C1c1ccccc1 (configuration not stated)	1	-5	-9	3	-1	10	0	6
C/C(=N\NC(=S)NC1CCCCC1)c1ccc(C#N)cc1	21	-1	x	0	1	x	40	3
CC1=C(Sc2ccccn2)C(=O)NC(C)(C)C1	x	8	x	x	0	3	2	10
CCCOc1cccc(C(=O)O)c1	x	8	x	x	-3	-8	-2	8
c1ccc2c(c1)nc(N1CCCCCC1)c1ccccc12	17	-3	-4	0	x	x	x	-9
COc1ccccc1N/N=C/c1c(CO)cnc(C)c1O	x	x	-13	x	1	-15	-1	x
O=C(Cc1ccncc1)NCC[C@H]1CC[C@@H](NC(=O)C2CCOCC2)[C@@H](CO)O1	0	11	-1	0	-4	3	x	-14
CC(C)CC#Cc1cnc2c(c1)C(=O)N([C@@H](C)CO)C[C@@H](C)[C@@H](CN(C)C(=O)C1CCCCC1)O2	-14	5	8	0	0	3	-3[16.7 µM]	-1
COc1ccc(NC(=O)N[C@H]2CC[C@H](CC(=O)NCc3ccccn3)O[C@H]2CO)cc1	3	x	10	1	-2	2	15[16.7 µM]	16
CCOc1ccccc1NC(=S)N(CCCN1CCOCC1)Cc1cn(C)c2ccccc12	x	21	-12	x	3	10	2	-3
C/C=C/c1ccc2c(c1)O[C@H](CN(C)C(=O)C1CC1)[C@@H](C)CN([C@H](C)CO)S2(=O)=O	-11	1	4	x	x	8	12[16.7 µM]	x
Cc1c(C)c2ccc(OCC(=O)NCc3ccccn3)cc2oc1=O	-8	6	16	5	-1	-9	4	-14
CCOc1ccccc1N1CC(C(=O)Nc2cc(Cl)ccc2-n2cncn2)CC1=O (configuration not stated)	2	-5	19	6	0	x	30	3
C[C@@H]1CN([C@H](C)CO)C(=O)c2cc(NS(=O)(=O)c3cccs3)ccc2O[C@H]1CN(C)C	-5	x	9	3	-4	12	-5[16.7 µM]	2
CO[C@H]1CN(C)C(=O)c2cc(NC(=O)C3CCCC3)ccc2OC[C@H](C)N(CC2CC2)C[C@@H]1C	2	6	17	2	-1	-2	x	-8

3 entries from above, ordered by the number in PGC1a acetyl inh, descending.
structure	PGC1a acetyl inh
C[C@@H](NC(=O)C[C@@H]1CC[C@H]2[C@@H](COC[C@@H](O)CN2C(=O)Nc2cccc(Cl)c2)O1)c1ccccc1	4
COc1ccccc1NC(=O)N1C[C@H]2[C@@H](c3ccccc31)[C@H](CO)N2Cc1ccc2c(c1)OCO2	0
CCc1cn([C@H]2C[C@H](O)[C@@H](CO)O2)c(=O)[nH]c1=O	-51

Some values from above.
miR122 inh result of C[C@@H]1CN([C@H](C)CO)C(=O)c2cc(NS(=O)(=O)c3cccs3)ccc2O[C@H]1CN(C)C is entered as -5[16.7 µM]
LGR2 antag result of C/C=C/c1ccc2c(c1)O[C@H](CN(C)C(=O)C1CC1)[C@@H](C)CN([C@H](C)CO)S2(=O)=O is entered as 4
FN deposit inh result of CO[C@H]1CN(C)C(=O)c2cc(NC(=O)C3CCCC3)ccc2OC[C@H](C)N(CC2CC2)C[C@@H]1C is entered as 6
miR122 inh result of COc1ccc(NC(=O)N[C@H]2CC[C@H](CC(=O)NCc3ccccn3)O[C@H]2CO)cc1 is entered as 15[16.7 µM]
Cneo AK release result of CCOc1ccccc1N1CC(C(=O)Nc2cc(Cl)ccc2-n2cncn2)CC1=O (configuration not stated) is entered as 0
PAX8 inh HTS result of CCOc1ccccc1NC(=S)N(CCCN1CCOCC1)Cc1cn(C)c2ccccc12 is entered as -3
